Screens: PubChem BioAssay, Southern Research Specialized Biocontainment Screening Center
Salmonella PhoP GFP: PhoP regulon inhibitors, Salmonella typhi PhoP promoter GFP reporter, confirmatory (AID 1850); 310,000 compounds, 0.33% hits; one-dose inhibition, % at 50 µM; IC50 in µM for titrated hits; Salmonella Typhi PhoP-promoter GFP reporter, fluorescence, 4 h; higher % means a stronger effect; in the data active = a potency from the dose series; inconclusive = inhibition mostly from about 25% at the one dose, without a potency; inactive = the rest, 99 in 100 with inhibition below about 19%;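 note: 0% = induced wells with vehicle and 100% = uninduced wells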
M. tuberculosis HTS: M. tuberculosis growth inhibition, HTS (AID 449762). M. tuberculosis H37Rv growth inhibition, 7H9 media; higher % means a stronger effect. inhibition, % at 25 µM; hits with a dose series show IC50 in µM. 330,000 compounds, 0.59% hits; in the data active = a potency from the dose series; inconclusive = inhibition above about 70% without an active follow-up result;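 note: bacterial growth assessed after seven days of incubation; strong numbers were not always called active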
tuberculosis growth: growth inhibition of non-replicating M. tuberculosis (AID 488890). 320,000 compounds, 0.39% hits. inhibition, % at 25 µM; hits with a dose series show IC50 in µM. Mycobacterium tuberculosis non-replicating, growth inhibition; higher % means a stronger effect; in the data active = a potency from the dose series; inconclusive = inhibition mostly from about 82% at the one dose, without a potency; inactive = the rest, 99 in 100 with inhibition below about 76%;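 note: plate controls were DMSO cells for no effect and high antibiotic wells for full effect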
influenza NS1A: H1N1 influenza NS1A inhibitors, functional cell based assay (AID 504329). NS1A functional cell-based assay, percent inhibition; higher % means a stronger effect. inhibition, % at 12.5 µM, or IC50 in µM where a hit was titrated. 340,000 compounds, 0.3% hits; in the data active = a potency from the dose series; inconclusive = inhibition above about 27% without an active follow-up result; note: strong numbers were not always called active
VEEV TC-83 Vero: inhibitors of VEEV TC-83 cytopathic effect, confirmation, Vero cells (AID 588727) | Vero cells, VEEV TC-83 cytopathic effect inhibition; higher % means a stronger effect | inhibition, % at 20 µM, or IC50 in µM where a hit was titrated | 350,000 compounds, 0.13% hits; in the data active = a potency from the dose series; inconclusive = inhibition mostly from about 14% at the one dose, without a potency; inactive = the rest, 99 in 100 with inhibition below about 12%; note: strong numbers were not always called active
VEEV TC-83 Vero 10K pilot screen: second read-out of VEEV TC-83 Vero, no call of its own (marks repeat the call); inhibition, %; measured here: 10K pilot screen inhibition
* = called active by the depositor; i = inactive; ? = inconclusive; / = no result given; & = joins results of further samples. Not a hit list; 1.4% or so of the library scored in one or more.

SMILES	Salmonella PhoP GFP	M. tuberculosis HTS	tuberculosis growth	influenza NS1A	VEEV TC-83 Vero	others
COc1ccc(OC)c(NC(=O)C2CC(=O)N(CCc3ccccc3)C2)c1 (configuration not stated)	2%	-6%	-1%	-2%	1.0%
O=C(Nc1ccc(N2CCCC2)cc1)c1ccc([N+](=O)[O-])cc1Cl	-3%	7%	-1%	8%	i	VEEV TC-83 Vero 10K pilot screen=1.5
C#CCN1C=CC(=O)[C@@H](OC(=O)Nc2ccc(C)cc2)[C@H]1c1ccccc1Br	/	/	/	-16%	3.9%
COCc1c(C(=O)N/N=C(\C)c2ccncc2)nnn1-c1nonc1N	-6%	-3%	-5%	21%	0.1%
CCCc1[nH]nc2c1C1(C(=O)N(C(C)C)c3ccccc31)C(C#N)=C(N)O2 (configuration not stated)	1%	-12%	32%	-6%	1.7%
Cc1ccc(OCCOCCOc2ccc(Br)cc2/C=N\NC(=O)c2ccncc2)cc1	-7%	?	73%	2%	i
Cc1ccc(NC(=O)C(=O)NCCOc2ccccc2Cl)cc1	-2%	1%	-11%	-2%	0.8%
Cc1ccc(N=C2S/C(=C/c3cccc(OCC(=O)O)c3)C(=O)N2C)cc1C	2%	11%	-7%	7%	0.8%
CCCc1nnc(NC(=O)Nc2ccccc2OC)s1	-11%	2%	-1%	26%	1.7%
CN(n1cnc2ccccc2c1=O)S(C)(=O)=O	6%	-3%	-12%	6%	0.8%
CCc1c(O)nc(SCC(=O)N2CCCCC2)n(-c2ccccc2C)c1=O	-3%	10%	2%	-4%	i
COc1ccccc1CC(=O)N1CCN(c2ccc([N+](=O)[O-])cc2)CC1	7%	4%	20%	-7%	1.7%
O=C(C1CCN(Cc2cccs2)CC1)N1CCN(Cc2ccc3c(c2)OCO3)CC1	-8%	1%	-3%	-3%	0.5%	VEEV TC-83 Vero 10K pilot screen=0.0
COc1ccccc1NC(=S)N(CCCN1CCOCC1)Cc1cn(C)c2ccccc12	-10%	-2%	5%	20%	0.7%
CC(C)Cc1c(O)nc(SCC(=O)Nc2ccc3c(c2)CCC3)[nH]c1=O	25%	?	44%	-3%	i
O=C(NCCc1cccc(F)c1)C1CCN(S(=O)(=O)c2ccc(F)cc2)CC1	-8%	-4%	4%	-8%	i
CC(C)C(=O)c1c(C(C)C)nn2ccccc12	-8%	1%	-1%	-1%	1.3%
COc1cccc(-c2nc(CS(=O)(=O)CC(=O)N3CCN(C)CC3)c(C)o2)c1	-2%	-2%	9%	-5%	i
CC(=O)Nc1ccc(N(C(=O)CNC(=O)c2ccco2)C(C(=O)NCC2CCCO2)c2ccccc2)cc1 (configuration not stated)	-1%	7%	3%	-11%	1.4%
Cc1csc(NC(=O)CSc2nnc(NC(=O)NC(C)(C)C)s2)n1	7%	2%	32%	-2%	11%
CCOC(=O)c1c(/N=C/c2c(O)n(-c3ccccc3F)c(=S)[nH]c2=O)sc2c1CCCC2	-7%	6%	-8%	-6%	0.5%
COc1ccc(NC(=O)N2C3CCCC2CC(NC(=O)c2ccccc2)C3)cc1 (configuration not stated)	1%	2%	-2%	-11%	2.0%
COc1ccc(OC)c(-c2cc(C(=O)NCc3ccc(Cl)cc3)no2)c1	9%	2%	-12%	2%	i
CCCNC(=O)c1onc(CSc2ccncc2)c1C(=O)NCCC	7%	1%	-20%	-6%	1.2%
CC(C)CCOP(=O)(c1ccc(N(C)C)cc1)C(O)c1c(Cl)cccc1Cl (configuration not stated)	-9%	7%	31%	5%	i
O=C(CCc1ccccc1)N[C@@H]1c2ccccc2CC[C@H]1OCc1ccccc1	/	/	/	1%	1.5%
CCOC(=O)c1ccc(N2C(=O)C=CC2=O)cc1	12%	6%	-5%	-1%	i
CCOc1ccc(-c2nnn(CC(=O)NCCc3c[nH]c4ccccc34)n2)cc1	-2%	-2%	4%	0%	i
CCOC(=O)N1CCN(C(=S)Nc2ccc3nc(N4CCN(CC)CC4)cc(C)c3c2)CC1	-5%	0%	27%	12%	0.2%	VEEV TC-83 Vero 10K pilot screen=3.6
COc1ccccc1Nc1nc(C)cc(C)c1C(N)=O	0%	-6%	-7%	-5%	0.7%

Reprinted from the part before: 2 compounds, then new ones.
SMILES	Salmonella PhoP GFP	M. tuberculosis HTS	tuberculosis growth	influenza NS1A	VEEV TC-83 Vero	others
CCOC(=O)N1CCN(C(=S)Nc2ccc3nc(N4CCN(CC)CC4)cc(C)c3c2)CC1	-5%	0%	27%	12%	0.2%	VEEV TC-83 Vero 10K pilot screen=3.6
COc1ccccc1Nc1nc(C)cc(C)c1C(N)=O	0%	-6%	-7%	-5%	0.7%
COc1ccc(S(=O)(=O)N2CCOC23CCN(S(=O)(=O)c2ccc(F)cc2)CC3)cc1	5%	-5%	3%	-2%	2.9%
O=C(CC(Nc1ccccc1Cl)C(=O)O)c1ccccc1 (configuration not stated)	5%	0%	29%	2%	1.1%
CN(CC(O)COc1ccc(S(=O)(=O)N2CCOCC2)cc1)C1CCCCC1 (configuration not stated)	-4%	-3%	4%	12%	0.1%
O=C(Cn1ccsc1=NC(=O)c1ccco1)c1ccccc1	7%	2%	5%	7%	6.5%
N#C/C(=C\c1ccccc1[N+](=O)[O-])C(=O)NCc1ccccc1	5%	0%	22%	4%	0.6%
Cc1nn(CCCC(=O)NCc2ccc(F)cc2)c(=O)c2nccn12	-4%	-8%	23%	2%	i	VEEV TC-83 Vero 10K pilot screen=0.2
O=c1[nH]c(C2CCCN(S(=O)(=O)c3ccccc3)C2)nc2c1nnn2Cc1cccc(Cl)c1 (configuration not stated)	7%	5%	-2%	15%	9.6%
COc1cccc(CNC(=O)C2CCN(c3ncnc4c3nc3n4CCCCC3)CC2)c1	-1%	0%	-3%	-3%	2.0%
CN1C(=O)/C(=C/c2ccc(OCc3cccc(F)c3)cc2)NC1=S	-2%	14%	0%	-10%	i
CC(=O)C1C(c2ccc(F)c(F)c2)NC(=O)NC1(O)C(F)(F)F (configuration not stated)	1%	-1%	-5%	8%	1.7%
CC(=O)c1csc(CS(=O)(=O)c2ccccn2)n1	11%	-2%	-9%	-18%	i
Cc1cc(OC(C)C(=O)N(Cc2cccs2)C2CCS(=O)(=O)C2)ccc1Cl (configuration not stated)	-5%	-3%	8%	2%	7.6%
Cn1c(CCNC(=O)c2ccccc2Cl)n[nH]c1=S	0%	70%	?	13%	1.3%
CC(=O)Nc1nc2ccccc2n1CCN1CCOCC1	0%	1%	13%	4%	1.3%
C=CCn1c(CNC(=O)c2ccccc2C)nnc1SCC(=O)NC1CCCC1	-2%	-7%	-2%	6%	0.5%
CCOC(=O)Cn1nnnc1C(CC)N(Cc1cccs1)Cc1cc2ccc(OC)cc2[nH]c1=O (configuration not stated)	4%	-2%	45%	1%	2.2%	VEEV TC-83 Vero 10K pilot screen=0.6
O=C(NCCN1C(=O)S/C(=C\c2ccc(OC(F)F)cc2)C1=O)[C@@H]1CCCN1C(=O)c1cccs1	-4%	4%	13%	0%	11%
Cc1c(O)c2ccccc2n(-c2ccccc2)c1=O	-1%	21%	15%	-9%	i
COc1ccc(/C=C2/C(=O)ON=C2C)cc1Cl	5%	3%	-17%	-3%	i
O=c1cc(Cc2ccc([N+](=O)[O-])cc2)[nH]c(=O)[nH]1	/	/	/	-3%	5.0%
CCc1cc(=O)oc2cc(C)cc(OC(C)C(=O)NCC(O)c3ccccc3)c12 (configuration not stated)	5%	1%	-2%	-1%	3.6%
Cn1cnc(S(=O)(=O)N2CCN(c3ccccc3)CC2)c1	-4%	1%	15%	4%	i
COc1ccc(NS(=O)(=O)c2cccc(Cl)c2)cc1S(=O)(=O)N1CCCCC1	-5%	1%	-15%	2%	0.4%	VEEV TC-83 Vero 10K pilot screen=2.2
O=C(NNC(=O)c1ccccc1-n1cccc1)c1cncc(Br)c1	/	-5%	-7%	-8%	2.1%
C=CCN1C(=O)/C(=C2/Sc3ccc(OC)cc3N2C)SC1=NCc1ccccc1	-8%	5%	-8%	-9%	i
CCC1(c2ccc(F)cc2)NC(=O)N(CC(=O)N2c3ccccc3NC(=O)C2(C)C)C1=O (configuration not stated)	1%	1%	16%	-4%	7.6%
O=C(Nc1cccc(C(=O)O)c1)/C(=C/c1cccc([N+](=O)[O-])c1)NC(=O)c1cccc(Br)c1	-3%	7%	15%	0%	1.3%
O=C(CC12CC3CC(CC(C3)C1)C2)NC(=S)NCc1ccccc1	2%	0%	?	-3%	0.1%
Cc1ccc(NC(=O)CSc2n[nH]c(-c3ccncc3)n2)cc1C	-9%	14%	13%	-5%	i
CC(C)S(=O)(=O)c1csc(C(=O)Nc2ccc(F)cc2)c1N	6%	-3%	-4%	-21%	1.1%
Cc1cc(SCC(=O)O)nc2ccccc12	-11%&-2%	1%&-8%	-3%&-23%	-2%&-4%	0.4%&0.7%
CCCc1ccc(OCc2ccc(C(=O)N3CCN(c4ccccn4)CC3)o2)c(OC)c1	-2%	8%	12%	11%	i
Cc1ccc2c(c1)[C@@H]1CN(C)CC[C@@H]1N2C(=O)Nc1cccc(C(F)(F)F)c1	3%	29%	52%	6%	i
Cc1ccc(N2C(=O)CC(Sc3ncn[nH]3)C2=O)cc1 (configuration not stated)	7%	-13%	51%	0%	1.0%
Cc1ccc(C(=O)N/C(=C/c2ccco2)C(=O)Nc2cccc(C)c2)cc1	-8%	15%	18%	4%	i
CN1CC(=O)N(CC(=O)NC2CCCCC2)C1=O	/	2%	2%	-6%	0.7%
CN(C)CCN(C(=O)CCS(=O)(=O)c1ccccc1)c1nc2cc3c(cc2s1)OCO3	4%	1%	-17%	12%	i
Cc1ccc2c(c1)c(C)c(C)n2CC(O)CN1CCOCC1 (configuration not stated)	7%	-2%	0%	14%	i
CN(C)Cc1ccccc1Sc1ccc2c(c1)CCCC2	22%	1%	38%	/	1.7%
CCC(C)[C@H](NC(=O)NCC1CCCO1)C(=O)OC (some centres not stated)	-2%	-10%	11%	2%	0.2%
Cc1ccc(NC(=O)c2ccc(CNc3c(N4CCC(C)CC4)c(=O)c3=O)cc2)cc1	-10%	1%	4%	18%	2.5%
O=C(O)C1CC(c2ccccc2)=NO1 (configuration not stated)	17%	0%	-1%	-2%	1.0%
Cn1c(SCC#N)nnc1-c1cccnc1	-8%	-2%	10%	3%	0.4%
Cc1c(OCC(=O)N[C@H](C(=O)O)c2ccccc2)ccc2c3c(c(=O)oc12)CCCC3	0%	-11%	-5%	-3%	1.0%
CCOC(=O)C1=C(N)Oc2c(c(=O)[nH]c3ccccc23)C1c1ccccc1 (configuration not stated)	0%	-14%	-1%	-1%	1.8%

Structures from the list above with a cyano group (three):
SMILES	Salmonella PhoP GFP	M. tuberculosis HTS	tuberculosis growth	influenza NS1A	VEEV TC-83 Vero	others
CCCc1[nH]nc2c1C1(C(=O)N(C(C)C)c3ccccc31)C(C#N)=C(N)O2 (configuration not stated)	1%	-12%	32%	-6%	1.7%
N#C/C(=C\c1ccccc1[N+](=O)[O-])C(=O)NCc1ccccc1	5%	0%	22%	4%	0.6%
Cn1c(SCC#N)nnc1-c1cccnc1	-8%	-2%	10%	3%	0.4%

Carrying on:
SMILES	Salmonella PhoP GFP	M. tuberculosis HTS	tuberculosis growth	influenza NS1A	VEEV TC-83 Vero	others
Cc1cc(C)n(-c2nc(Nc3ccccc3C(F)(F)F)nc(-n3nc(C)cc3C)n2)n1	-4%	0.65µM*	?	-20%	7.7%
COc1ccc(Cl)cc1NC(=S)N(Cc1ccccc1C)CC1CCC(C(=O)O)CC1 (configuration not stated)	-13%	-4%	4%	-8%	2.7%
CN1CCN(C(=O)/C(=C/c2cn(S(=O)(=O)N(C)C)c3ccccc23)NC(=O)c2ccccc2)CC1	-2%	-5%	0%	-4%	1.7%
CCOc1ncccc1C(=O)Nc1nnc(C(CC)CC)s1	14%	4%	37%	-1%	5.3%
COc1ccc(CNC(=O)C2Cc3cc(S(=O)(=O)N4CCCC4)ccc3N2C(C)=O)c(OC)c1 (configuration not stated)	1%	-1%	23%	-3%	i
Cc1cc(C)n(-c2nnc(C)n2NC(=O)c2cccc(Cl)c2)n1	2%	-9%	-16%	-1%	2.0%
Cc1ccccc1C(=O)NC(=S)N(CCO)Cc1ccccc1	0%	-1%	18%	-23%	i
CN1CC(=O)N(CC(=O)Nc2ccc(F)cc2)c2ccccc2C1=O	-7%	0%	10%	0%	0.3%
O=C(Nc1ccc(-n2nncc2-c2ccco2)cc1)c1cccc(F)c1	-4%	-1%	-1%	5%	i
